Ecoli WT expand: blocks growth of wild type E. coli BW25113. 98,000 tested, 0.15% active. growth inhibition, % at 100 µM. OD600 absorbance;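 active = growth inhibition above about 50% at one test dose, limit read from the data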;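 also: growth measured after 20 h incubation at 37 °C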
ERa SRC1 pot: enhances coactivator binding to human estrogen receptor alpha; P03372; TR-FRET ERalpha-LBD/SRC-Cy5 coactivator binding, 2 h; 100 = basal binding, no effect; coactivator binding (% of control), % at 25.6 µM; 86,000 tested, 1.3% active; AID 639; in the data active = activity above about 200%;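 also: binding measured in presence of low estradiol as agonist stimulus; 0% = peptide alone without receptor and 100% = receptor with peptide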
MT1-MMP txn act: MT1-MMP promoter transcription activation; 86,000 tested, 0.16% active; activation factor at 10 µM; HT1080 MT1-MMP promoter luciferase reporter, luminescence, overnight; hits give high values;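 active = activation factor of at least 2 for MT1-MMP transcription at 10 µM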
PLAP act: activates human placental alkaline phosphatase; P05187; purified PLAP enzyme, luminescent substrate read-out; hits give high values; activation fold at 20 µM; 96,000 tested, 1.2% active; AID 696; in the data active = activation fold above about 2
Mac1 fbg enh: CD11b/CD18-fibrinogen binding enhancement; K562 CD11b/CD18 adhesion to fibrinogen, ATPlite luminescence; activation, % at 10 µM; 93,000 tested, 0.07% active; AID 1499;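 active = 10 µM primary screen giving 50% or more activity, confirmed by 40% or more on retest at that dose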; also: strong numbers were not always called active; reference of the scale not given here
FAK blocker: blocks human focal adhesion kinase activity. Q05397. biochemical FAK kinase activity assay. inhibition, %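 (tested at 7 µM)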. 97,000 tested, 0.84% active; in the data active = inhibition above about 19%;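 also: 0% = DMSO and 100% = reference compound high control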
Target sequence (Q05397 whole entry, looked up): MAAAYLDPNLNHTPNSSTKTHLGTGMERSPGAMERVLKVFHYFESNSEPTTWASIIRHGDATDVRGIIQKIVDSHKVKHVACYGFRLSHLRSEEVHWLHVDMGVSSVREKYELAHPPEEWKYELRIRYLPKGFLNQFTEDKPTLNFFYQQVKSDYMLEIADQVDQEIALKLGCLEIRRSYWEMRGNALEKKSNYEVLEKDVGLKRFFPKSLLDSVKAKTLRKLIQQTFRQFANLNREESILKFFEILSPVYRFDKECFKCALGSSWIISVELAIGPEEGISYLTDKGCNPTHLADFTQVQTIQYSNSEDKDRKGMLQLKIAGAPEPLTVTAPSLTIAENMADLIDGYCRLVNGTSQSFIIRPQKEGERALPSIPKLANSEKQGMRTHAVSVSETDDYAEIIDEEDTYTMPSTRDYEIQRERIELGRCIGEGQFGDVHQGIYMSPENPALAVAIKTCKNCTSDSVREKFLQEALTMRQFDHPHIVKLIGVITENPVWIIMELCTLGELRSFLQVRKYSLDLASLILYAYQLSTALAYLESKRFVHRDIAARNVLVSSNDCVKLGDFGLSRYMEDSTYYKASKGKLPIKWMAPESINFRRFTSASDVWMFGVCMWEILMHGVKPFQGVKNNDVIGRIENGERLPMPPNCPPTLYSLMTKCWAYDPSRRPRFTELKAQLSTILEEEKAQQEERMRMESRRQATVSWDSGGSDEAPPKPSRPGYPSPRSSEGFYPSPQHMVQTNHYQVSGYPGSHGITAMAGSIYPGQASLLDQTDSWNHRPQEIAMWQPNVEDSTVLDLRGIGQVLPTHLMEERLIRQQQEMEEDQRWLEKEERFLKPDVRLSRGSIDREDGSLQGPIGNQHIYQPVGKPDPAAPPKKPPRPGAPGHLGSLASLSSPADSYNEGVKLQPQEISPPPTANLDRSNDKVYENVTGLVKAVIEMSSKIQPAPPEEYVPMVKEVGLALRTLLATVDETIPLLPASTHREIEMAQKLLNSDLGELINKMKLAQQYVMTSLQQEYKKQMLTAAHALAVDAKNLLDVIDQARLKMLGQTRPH
ERa SRC1 inh: blocks coactivator binding to human estrogen receptor alpha; TR-FRET ER-alpha LBD / SRC-1 peptide, estradiol-bound; inhibition, % at 25.6 µM; AID 629; 86,000 tested, 1.7% active; P03372; in the data active = inhibition above about 50%;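 also: 0% = receptor plus peptide control and 100% = peptide only without receptor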
Mac1 fbg inh: blocks human CD11b/CD18 adhesion to fibrinogen; P05107+P11215; K562 CD11b/CD18 adhesion to fibrinogen, ATPlite luminescence; Mn2+ added to activate the integrin; inhibition, % at 10 µM; 93,000 tested, 0.54% active; AID 1497;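 active = primary inhibition of 50% or more at 10 µM, then 40% or more on retest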; also: some results filed as inactive read as strong as hits
ERb SRC1 inh: blocks coactivator binding to human estrogen receptor beta; TR-FRET ER-beta LBD / SRC1-Cy5 peptide binding; receptor agonist-loaded with 1 µM estradiol; inhibition, % at 25.6 µM; 86,000 tested, 1.3% active; AID 633;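 active = compounds whose percent inhibition of the receptor-coactivator binding signal exceeds about 50% in the single-dose screen, limit read from the data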;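 also: 0% = receptor plus peptide wells without compound and 100% = peptide-only wells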
The depositor's hits bear a star; nt = not tested or not shown; [ ] = another dose, or the depositor's remark.

# | SMILES | Ecoli WT expand | ERa SRC1 pot | MT1-MMP txn act | PLAP act | Mac1 fbg enh | FAK blocker | ERa SRC1 inh | Mac1 fbg inh | ERb SRC1 inh
1 | O=C1c2cnc3nc(SCc4cccc(Cl)c4)nn3c2CC2c3ccccc3CCN12 (stereo unspecified) | -15.0 | nt | nt | 1.3 | 2.9 | -0.5 | nt | -6.5 | nt
2 | COCCOc1nc2c(c(=O)n(C)c(=O)n2C)n1CCc1ccccc1 | -2.0 | 104.1 | 1.1 | 1.2 | -2.6 | 0.3 | -2.5 | -9.0 | 0.6[fluorescence artefact?]
3 | CC(=O)N(CCCCN1C(=O)c2ccccc2C1=O)c1ccc(C)cc1 | 2.0 | 125.8 | 1.1 | 1.1 | -2.7 | 1.5 | 6.2[fluorescence artefact?] | -2.9 | -0.1[fluorescence artefact?]
4 | Cc1sc(-c2ccncc2)nc1OC(=O)c1ccc(Cl)cc1 | -16.0 | 113.0[fluorescence artefact?] | 1 | 1 | -2.0 | -5.7 | 7.7 | -3.5 | 10.0
5 | CCN(CC)CCCOc1ccc(C)cc1Br | -18.0 | 105.9 | 1.1 | 0.8 | 0.1 | -0.5 | 0.2[fluorescence artefact?] | -37.3 | -3.4
6 | O=C(NC(=S)Nc1nc2c(s1)CSc1ccccc1-2)c1ccccc1 | -7.0 | 179.0 | 1.2 | 1.8 | -4.6 | -4.7 | 3.3 | 22.4 | 0.9
7 | Cc1cc(C)c2nc(SCC(=O)N3CCCCC3)c(C#N)cc2c1 | -14.0 | 181.3[fluorescence artefact?] | 1.2 | 0.9 | 0.2 | -7.3 | -5.8[fluorescence artefact?] | -4.1 | 17.1[fluorescence artefact?]
8 | COc1ccc(OC)c(NC(=S)NN2CCOCC2)c1 | -1.0 | nt | nt | 0.8 | -1.5 | 1.4 | nt | -32.8 | nt
9 | O=C(CSc1nc2ccccc2[nH]1)Nc1c(F)cccc1F | 16.0 | 88.0 | 1.1 | 1.5 | 1.6 | 4.5 | 1.4 | -0.9 | -9.6
10 | Cc1ccc(/C=N/n2c(C)nnc2C)s1 | -1.0 | 96.9 | 1.2 | 0.9 | -3.1 | -0.6 | -11.7 | -26.4 | -1.2
11 | CCCOc1ccccc1Cn1c(=O)oc2ccc(C)cc21 | 2.0 | 59.2[fluorescence artefact?] | 1.1 | 0.5 | 5.1 | 2.2 | 7.7 | -40.0 | 9.3
12 | O=C(O)c1cccc2cccnc12 | 2.0 | 117.2 | nt | 1 | -2.0 | -2.4 | -6.6 | -11.3 | 3.7
13 | O=Cc1ccc(OC(=O)C2CC(=O)N(c3ccc(F)cc3)C2)cc1 (stereo unspecified) | -12.0 | 100.3 | 1 | 1 | -6.4 | 0.1 | 11.4 | 10.2 | 10.8[fluorescence artefact?]
14 | CCOC(=O)C=C1CCN(c2ncc(C(F)(F)F)cc2Cl)CC1 | 7.0 | nt | nt | 0.8 | -6.7 | -0.4 | nt | 7.0 | nt
15 | O=C1CCc2cc(S(=O)(=O)N3CCC(C(=O)NC4CCCCCCC4)CC3)ccc2N1 | -9.0 | 110.5 | 1 | 1.1 | 2.7 | -4.5 | -4.8 | -5.3 | 2.4[fluorescence artefact?]
16 | Cc1noc(C)c1COC(=O)c1cc(F)c(F)cc1Cl | 5.0 | 112.4 | 1.1 | 1.2 | -2.0 | 2.2 | -0.3 | -6.4 | 8.7
17 | c1ccc2c(c1)ncn2Cc1nnc2sc(-c3ccc4c(c3)OCO4)nn12 | -9.0 | 84.0[fluorescence artefact?] | 1.1 | 0.9 | -1.7 | 2.7 | 24.7[fluorescence artefact?] | 0.2 | 21.2
18 | CCN(CC)S(=O)(=O)c1cccc(NC(=O)C2SC(=Nc3ccc(C)cc3C)C(C(=O)NCC3CCCO3)=C2N)c1 (stereo unspecified) | -13.0 | nt | nt | 1.7 | -1.7 | 0.7 | nt | -7.0 | nt
19 | O=C(Nc1cccc(F)c1)c1cccc(S(=O)(=O)N2CCOCC2)c1 | -12.0 | 110.7 | 1.2 | nt | nt | 0.8 | -13.0 | nt | -18.9[fluorescence artefact?]
20 | O=C(CSc1nc2ccccc2n1CC(=O)NCc1ccccc1)NCc1ccco1 | -14.0 | 90.8[fluorescence artefact?] | 1 | 0.8 | 0.0 | 0.9 | -2.6 | -16.6 | 2.4
21 | COc1ccccc1NC(=O)NS(=O)(=O)c1ccc(C)cc1 | 6.0 | 106.5 | 1.1 | 0.8 | -6.2 | 1.6 | -2.6 | 15.0 | -1.3
22 | NC(=O)c1cn(-c2ccccc2)nc1-c1cc2ccccc2oc1=O | -13.0 | 95.6 | 1.2 | 0.9 | 3.4 | -3.0 | -0.4 | -3.7 | 35.0
23 | CCOC(=O)C1CCN(C(=O)C2CCN(S(=O)(=O)N3CCCC3)CC2)CC1 | -4.0 | 107.3 | 1 | 1.1 | -1.2 | -4.6 | -0.5 | -2.7 | -0.5
24 | COC(=O)Cn1cnc2c(C#N)c3n(c2c1=O)CCCCC3 | -5.0 | 108.2 | 1.1 | 0.9 | 0.7 | -0.9 | 8.1 | -14.2 | 5.8
25 | CCCCC(=O)NC1(C(F)(F)F)C(=O)N(CC(C)C)C2=C1C(=O)CC(C)(C)C2 (stereo unspecified) | 4.0 | nt | nt | 1 | 1.5 | -7.5 | nt | 4.2 | nt
26 | CCCCn1c(SCC(=O)OC)nc2c1c(=O)n(C)c(=O)n2C | 2.0 | 86.7 | 1.1 | 0.9 | -1.4 | -0.3 | 14.7 | -5.2 | -2.8
27 | O=C(Cc1csc(N2CCOCC2)n1)N/N=C/c1cccc(O)c1 | -10.0 | nt | nt | 1.6 | -5.8 | -1.5 | nt | 9.1 | nt
28 | Cc1c(N=Cc2cc3c(cc2Cl)OCO3)c(=O)n(-c2ccccc2)n1C | nt | 118.0 | 1.2 | 0.8 | -1.9 | nt | -8.8 | -6.4 | -2.5
29 | CC(C)N1CC(C(=O)O)CC1=O (stereo unspecified) | 1.0 | 105.1[fluorescence artefact?] | 1.1 | 1.1 | -0.8 | 0.5 | 3.9[fluorescence artefact?] | -3.4 | 2.1[fluorescence artefact?]
30 | COc1ccc(Oc2c(C)oc3c(CN(C)C)c(O)ccc3c2=O)cc1 | -3.0 | 109.4 | 0.9 | 1.1 | -3.0 | -10.1 | -11.0 | -29.0 | -3.7
31 | CCOC(=O)CSc1nc(C)c2cc(OC)ccc2n1 | 1.0 | 94.2 | 1.4 | 0.9 | -3.8 | 3.8 | -26.1 | 16.8 | -21.9[fluorescence artefact?]
32 | C=CCc1c(C)nc(C)nc1N/N=C/c1ccc(N(C)C)cc1 | 4.0 | 82.4 | 1.1 | 1.6 | 0.2 | -0.4 | -4.9[fluorescence artefact?] | -29.4 | -2.9
33 | CCOc1cc(CN2CCN(CCOCCO)CC2)ccc1OC | -1.0 | 97.3 | 1 | 1.1 | 0.8 | -1.6 | -10.0 | -14.9 | -7.5
34 | COc1ccc(N2CCN(Cc3nc(-c4ccc(Cl)cc4Cl)no3)CC2)cc1 | nt | 107.2 | 1.1 | nt | nt | 1.1 | -19.4 | nt | -11.6
35 | COc1ccc(CCN2C(=O)CC(N3CCN(S(=O)(=O)c4ccccc4)CC3)C2=O)cc1 (stereo unspecified) | -4.0 | 100.1[fluorescence artefact?] | 1.1 | 1.4 | -0.2 | -5.4 | 19.2 | 2.7 | 22.8[fluorescence artefact?]
36 | Cc1cccc2sc(NC(=O)CSc3nc4ccccc4o3)nc12 | -8.0 | 117.0[fluorescence artefact?] | 1.2 | 1.2 | 3.2 | -2.0 | 1.3 | 12.9 | 5.9
37 | O=C(Nc1nnc(C2CC2)s1)c1cc(-c2ccccc2)nn1-c1ccccc1 | -11.0 | 117.7 | 1.1 | 1.9 | -5.3 | nt | -5.7 | 8.5 | -2.6[fluorescence artefact?]
38 | CCOC(=O)CN1CC23C=CC(O2)C(C(=O)O)C3C1=O (stereo unspecified) | 6.0 | 115.8 | 1.1 | 0.8 | 1.0 | -2.1 | -2.7 | -21.9 | -7.1
39 | CCOc1ccc2c(C)c(C)c(=O)oc2c1OCC | 4.0 | 111.8 | 1 | 1.2 | 0.9 | 1.1 | -7.1 | -4.2 | -6.5
40 | CC1=C(C(=O)Nc2cc(-c3cccc(F)c3)[nH]n2)C2(CCCCC2)OC1=O | 11.0 | 73.4 | 1 | 1.1 | 0.8 | nt | -1.2 | -1.4 | 0.6
41 | Cc1ccc(C)c(N2CCN(C(=O)CCS(=O)(=O)c3cccc4nonc34)CC2)c1 | -11.0 | 159.7[fluorescence artefact?] | 1.4 | 1.3 | 5.5 | nt | -34.5[fluorescence artefact?] | -0.1 | -27.6
42 | C/C(=N\O)C(=O)NCc1ccccn1 | 2.0 | 119.7 | 1.1 | 0.9 | 6.8 | -1.0 | -8.4 | -1.8 | -7.6[fluorescence artefact?]
43 | COC(=O)Cc1cc(=O)n2[nH]c(C)c(-c3ccccc3)c2n1 | -5.0 | 110.7 | 1.1 | 1.1 | nt | -4.0 | -6.0 | nt | -6.7
44 | CCOC(=O)c1cc(C(C)(C)C)oc1CNC(=O)c1c(C)oc2c1CCCC2 | nt | 82.6 | 1.2 | nt | nt | 0.4 | 7.3 | nt | -4.2
45 | CCc1ccccc1NC(=O)CN(C)Cc1nc(N)nc(Nc2ccccc2C)n1 | -7.0 | 98.4 | 1.1 | 1.5 | -3.8 | 1.7 | 2.0[fluorescence artefact?] | -6.2 | -4.5
46 | Cn1ncc2c(Nc3cccc4ccccc34)ncnc21 | -6.0 | 121.0 | nt | 0.9 | -0.7 | 2.2 | 2.7 | -29.0 | 0.5
47 | c1ccc(-c2nc(-c3ccccn3)no2)cc1 | nt | 106.4 | nt | nt | nt | -1.2 | 2.5 | nt | -2.3
48 | COc1ccc(C(=O)N=c2sc3c(C)ccc(OC)c3n2C)cc1 | -3.0 | nt | nt | 1 | -1.9 | -4.2 | nt | 37.2 | nt
49 | O=C(CCNc1ccc(F)c(Cl)c1)c1ccco1 | 19.0 | 118.9 | 1.4 | 0.8 | -1.5 | 0.9 | -0.4[fluorescence artefact?] | -17.0 | 4.1
50 | CCOc1ccc(S(=O)(=O)NCC2CCCO2)c2cccnc12 (stereo unspecified) | -8.0 | 102.0 | 1.1 | 1 | 5.1 | -1.7 | -5.7 | -10.2 | -14.0
51 | N#CC1=C(N)NC(SCC(=O)O)=C(C#N)C12CCCC2 | -6.0 | 104.7 | 1.2 | 1.2 | 5.7 | 8.0 | 6.2 | -5.5 | -4.1
52 | COc1cccc(-n2nnnc2SCC(=O)NCc2ccco2)c1 | 7.0 | 98.2 | 1.1 | 1.1 | -3.4 | -2.9 | 17.1[fluorescence artefact?] | 4.2 | 16.3
53 | COc1ccc(N2CCN(Cc3nc(N)nc(Nc4ccc(C)c(Cl)c4)n3)CC2)cc1 | 1.0 | 120.2 | 1 | 1.4 | -1.4 | -0.1 | -23.6 | 12.9 | -4.0
54 | CCn1nc(C)c(/C=N/NC(=O)c2ccc3c(c2)c(C)c(C)n3Cc2ccccc2)c1C | -7.0 | nt | nt | 12.7 | 1.3 | 1.1 | nt | 7.9 | nt
55 | Cc1ccc(Nc2nc(-c3c(C)nc4ccccn34)cs2)cc1 | -1.0 | nt | nt | 1.6 | -3.8 | 5.5 | nt | 35.0 | nt
56 | Cc1ccc(NC2SC(=O)N(Cc3cccc(C(=O)O)c3)C2=O)cc1 (stereo unspecified) | -4.0 | 104.8 | 1.2 | 1 | 2.2 | 5.2 | -9.5 | -5.8 | -15.6
57 | Cc1ccc(-n2nnnc2-c2cnn(-c3cccc(F)c3)c2C(F)(F)F)cc1 | nt | 105.9 | 1.3 | nt | nt | 13.0 | -7.1 | nt | 3.5
58 | Cc1noc(C)c1C(=O)Nc1ccccn1 | 3.0 | 118.3 | 1 | 1.1 | -6.1 | 1.4 | -2.1 | -1.9 | -5.3
